NPY1 pot ag – NPY-Y1 receptor potentiators or agonists, primary screen, cell-based; NPY-Y1 expressing cells, potentiator/agonist activation; activation, % at 3.6 µM; Neuropeptide Y receptor type 1 (Homo sapiens), P25929; AID 1304, 2008; 220,000 compounds, 0.37% hits; in the data active = activation above about 33%, passing the limit was not always enough;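 note: cells stimulated with NPY at EC10 then isoproterenol at EC100; 0% = low agonist plus stimulus and 100% = saturating agonist plus stimulus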
NPY-Y1 antag – NPY-Y1 receptor antagonists, primary screen, cell-based; Neuropeptide Y receptor type 1 (Homo sapiens), P25929; HEK293-CNG Y1 cells, membrane potential fluorescence; NPY at EC95, then isoproterenol; inhibition, % at 3.6 µM; 200,000 compounds, 1% hits; AID 1040, 2008;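 active = inhibition above the campaign mean inhibition of all tested compounds plus 3 SD, cut at about 20% in these data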;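 note: 0% = DMSO wells given NPY plus isoproterenol and 100% = isoproterenol alone without NPY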
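Material: HEK293 Y1/CNG channel cell line; also added: NPY (25 nM), isoproterenol (1 µM), Ro 20-1724 (25 µM); doses: one concentration, 3.6 µM, in 0.4% DMSO; schedule: compound incubation 1 h at room temperature, readout 45 min post-stimulation; technique: membrane potential fluorescence; measure: fluorescence ratio normalized to % inhibition between controls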
p97 inhibitor – inhibitors of human p97 ATPase, primary screen, biochemical. Transitional endoplasmic reticulum ATPase (Homo sapiens), P55072. 220,000 compounds, 0.42% hits. recombinant p97 ATPase, Kinase-Glo ATP luminescence, 3 h. inhibition, % at 8 µM; in the data active = inhibition above about 15%;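 note: 0% = DMSO vehicle and 100% = wells lacking enzyme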
NPY-Y2 PAM-ag – NPY-Y2 potentiators or agonists, primary screen, cell-based; AID 1359, 2008; cells expressing NPY-Y2, potentiator/agonist read-out; 220,000 compounds, 0.45% hits; Neuropeptide Y receptor type 2 (Homo sapiens), P49146; activation, % at 3.6 µM; in the data active = activation above about 27%;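 note: cells stimulated with NPY near EC25 plus isoproterenol at EC100; 0% = vehicle plus submaximal agonist and 100% = vehicle plus saturating agonist; some results beyond the cut were filed as inactive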
Target sequence (P49146 whole entry, looked up): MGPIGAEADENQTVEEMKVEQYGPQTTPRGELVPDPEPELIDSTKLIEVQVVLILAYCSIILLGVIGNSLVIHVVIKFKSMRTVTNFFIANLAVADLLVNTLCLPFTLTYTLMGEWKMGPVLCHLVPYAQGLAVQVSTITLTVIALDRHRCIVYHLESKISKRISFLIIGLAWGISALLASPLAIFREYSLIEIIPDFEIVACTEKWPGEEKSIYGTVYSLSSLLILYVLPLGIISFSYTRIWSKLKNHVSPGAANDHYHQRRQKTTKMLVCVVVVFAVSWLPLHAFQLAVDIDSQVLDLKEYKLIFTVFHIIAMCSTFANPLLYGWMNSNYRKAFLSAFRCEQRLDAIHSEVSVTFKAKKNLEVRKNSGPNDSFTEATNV
Runt-SMMHC FRET – inhibitors of RUNX1 Runt–CBFb-SMMHC binding, primary screen, biochemical, FRET, Cerulean-Runt, Venus-CBFb-SMMHC, uHTS; Runt-related transcription factor 1 (Homo sapiens) + Core-binding factor subunit beta …; Cerulean-Runt/Venus-CBFb-SMMHC FRET ratio 530/480, 1 h; inhibition, % at 20 µM; 220,000 compounds, 0.74% hits; AID 1434, 2008;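 active = mean inhibition across duplicate retests at 20 µM reaching about 50%, limit read from the data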;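 note: 0% = DMSO wells and 100% = wells with excess untagged CBFb-SMMHC; inhibitors lower the FRET ratio by blocking Runt binding to CBFb-SMMHC; some results filed as inactive read as strong as hits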
Runt-CBFb FRET – inhibitors of RUNX1 Runt–CBFb binding, primary screen, biochemical, FRET, Cerulean-Runt, Venus-CBFb, uHTS; AID 1496, 2009; 220,000 compounds, 0.46% hits; Cerulean-Runt/Venus-CBFb FRET ratio 530/480, 1 h; Runt-related transcription factor 1 (Homo sapiens) + Core-binding factor subunit beta …; inhibition, % at 20 µM;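 active = inhibition over about 50% at 20 µM in the single-dose screen, limit read from the data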;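 note: 0% = DMSO wells and 100% = excess unlabeled CBFb competitor control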
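System: Cerulean-labeled Runt domain protein | Quantity: 100 nM of each labeled protein | Schedule: 1 h compound exposure, room temperature | Detection: Fluorescence energy transfer, 422 nm excitation, 530/480 nm emission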
RBBP9 inh – human RBBP9 inhibitors, primary screen, biochemical, fluorescence polarization, FP-Rh probe, HTS; Serine hydrolase RBBP9 (Homo sapiens), O75884; recombinant RBBP9; inhibition, % at 7.94 µM; 220,000 compounds, 0.2% hits;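 active = inhibition above the campaign mean of all tested compounds plus 3 SD, cut at about 14% in these data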;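 note: plate controls were DMSO wells with RBBP9 for no effect and wells lacking RBBP9 protein for full effect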
Target sequence (O75884 whole entry, looked up): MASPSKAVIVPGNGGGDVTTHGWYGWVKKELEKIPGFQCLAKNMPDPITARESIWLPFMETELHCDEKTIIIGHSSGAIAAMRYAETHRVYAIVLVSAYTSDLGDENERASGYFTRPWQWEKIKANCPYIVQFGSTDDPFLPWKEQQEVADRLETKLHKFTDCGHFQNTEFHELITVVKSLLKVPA
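System: RBBP9 protein / Buffer or medium: Tris/NaCl buffer pH 8.0 with 0.1% Pluronic / Probe or stimulus: Serine-hydrolase probe FP-Rh, 375 nM pre-mixing / Dosing: 7.94 µM single dose, 0.794% DMSO / Times: enzyme-compound preincubation 30 min, then probe labeling 45 min, 25 °C / Technique: fluorescence polarization (mP), excitation 525 nm, emission 598 nm / Replication: singlicate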
MDM2 E3 inh – MDM2-luciferase reporter signal enhancers, primary screen, MDM2 E3 ligase inhibitor project, cell-based, luminescence, 1536-well; signal enhancement, % at 5 µM; E3 ubiquitin-protein ligase Mdm2 (Homo sapiens), Q00987; cell-based MDM2 ubiquitination luciferase reporter, 2 h; 0 = plate control, 100 = twice control, blank-subtracted; AID 1230, 2008; 210,000 compounds, 0.11% hits;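 active = signal enhancement of 30% or more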;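 note: luminescence tracks abundance of the self-degrading MDM2-luciferase fusion protein; higher signal means inhibition of MDM2 E3 ligase activity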
Target sequence (Q00987 whole entry, looked up, the tested form may be a part): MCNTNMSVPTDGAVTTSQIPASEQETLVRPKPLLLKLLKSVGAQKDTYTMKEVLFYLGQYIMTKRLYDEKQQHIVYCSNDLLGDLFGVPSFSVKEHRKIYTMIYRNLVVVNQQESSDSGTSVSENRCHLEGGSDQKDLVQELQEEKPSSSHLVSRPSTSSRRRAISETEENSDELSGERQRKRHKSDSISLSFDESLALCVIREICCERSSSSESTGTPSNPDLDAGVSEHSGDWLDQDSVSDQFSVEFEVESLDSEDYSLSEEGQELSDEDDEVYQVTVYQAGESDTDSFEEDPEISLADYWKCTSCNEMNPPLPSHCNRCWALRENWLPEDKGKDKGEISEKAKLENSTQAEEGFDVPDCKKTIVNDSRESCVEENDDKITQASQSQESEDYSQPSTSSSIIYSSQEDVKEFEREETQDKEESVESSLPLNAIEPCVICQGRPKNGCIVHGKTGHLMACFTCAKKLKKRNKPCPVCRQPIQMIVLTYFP
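Buffer or medium: Cells held in DMEM | Assay system: Stable mammalian line carrying autodegrading MDM2–luciferase fusion reporter | Quantity: 2000 cells/well | Times: 4 h settle plus 2 h compound, 37 °C | Doses: One concentration, 5 µM, with 0.2% DMSO | Technique: Luminescence with SteadyLite reagent, 15 min at room temperature | Benchmarks: Plate controls and plate blanks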
Hck Nef HTS – inhibitors of Nef-activated human Hck kinase, primary screen, biochemical, Z-Lyte FRET, 384-well, Hck-YEEI; Tyrosine-protein kinase HCK (Homo sapiens), P08631; Recombinant Hck-YEEI plus Nef, Z-Lyte FRET kinase assay; inhibition, % at 20 µM; 220,000 compounds, 0.68% hits;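 active = Hck-Nef kinase inhibition above about 50%, limit read from the data; inactive = inhibition below that limit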;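 note: 0% = DMSO with Hck plus Nef and 100% = Hck alone without Nef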
Starred values were filed as active, the others as inactive; · = not tested or not shown. The order is random; overall some 3.5% were active at least once.

SMILES | NPY1 pot ag | NPY-Y1 antag | p97 inhibitor | NPY-Y2 PAM-ag | Runt-SMMHC FRET | Runt-CBFb FRET | RBBP9 inh | MDM2 E3 inh | Hck Nef HTS
Cc1ccc(S(=O)(=O)N2CCCCC2)cc1NC(=O)Cn1cnnn1 | -5 | · | 3 | -9 | 0 | 0 | 3 | -9 | 9
Cc1ccc(NCc2nnc(SCC(=O)N3CCc4ccccc43)n2C)cc1 | -19 | 11 | -4 | -14 | 0 | -2 | -1 | 5 | 0
COCCCNCCCOc1ccc(C)cc1Br | -28 | 12 | 8 | -2 | -1 | -1 | -3 | -5 | 1
CCOCC(O)CSCc1ccc(Cl)cc1 (stereo unspecified) | -1 | -3 | 9 | 6 | -3 | -12 | 1 | -3 | 4
COc1ccc(/C(N)=N/OC(=O)c2cccc([N+](=O)[O-])c2C)cc1 | -7 | -1 | 2 | 5 | -1 | -1 | -3 | 9 | -2
Cc1noc(C)c1COC(=O)c1cc2ccccc2cc1O | 1 | 15 | 1 | -7 | -1 | 1 | 5 | -5 | 2
CCOC(=O)CCCNC(=O)CCNC(=O)c1ccc(OC(C)C)cc1 | 3 | -2 | 0 | -4 | -2 | -2 | -2 | -6 | -3
Cc1ccc(NS(=O)(=O)c2cc(OCC(N)=O)c(C)cc2Cl)cc1C | 8 | -2 | 2 | -8 | 2 | -2 | -3 | 6 | 7
CC(Oc1ccccc1)C(=O)Nc1ccccc1O (stereo unspecified) | -24 | 6 | 2 | -19 | 0 | 0 | 9 | -10 | -1
O=C(O)c1ccccc1SC1CC(=O)N(C2CCCCC2)C1=O (stereo unspecified) | 2 | -1 | -5 | 8 | -1 | -1 | -9 | -8 | 1
Cc1ccccc1-n1c(=O)cc(N2CCC3(CC2)OCCO3)[nH]c1=O | -11 | 3 | 4 | 7 | 1 | -1 | -1 | -3 | 6
Cc1ccc(S(=O)(=O)N2CCN(S(=O)(=O)N3CCCCC3)CC2)c(C)c1 | 5 | -3 | 1 | 8 | 1 | -1 | 0 | 17 | 1
COc1ccc(NC(=O)COc2cccnc2[N+](=O)[O-])cc1OC | -12 | 0 | -5 | -5 | 2 | 0 | -10 | -18 | 30
CCC(C(=O)NC(C)(C)C)N(Cc1ccco1)C(=O)Cn1nnc(-c2ccc(F)cc2)n1 (stereo unspecified) | 13 | -8 | 2 | -10 | 3 | -2 | -2 | 0 | 17
Cc1cc(NC(=O)COn2nnc3ccc(Cl)cc32)no1 | -7 | -2 | 1 | 9 | 1 | 0 | -4 | -11 | -2
Cn1c(CNc2ccccn2)c(C#N)c2ccccc21 | -20 | -4 | 4 | -5 | -1 | 1 | 7 | -6 | 6
CC(C)(CO)NCc1cc(Br)ccc1OCc1ccccc1 | -21 | 10 | 0 | -21 | 3 | 0 | 3 | -16 | 4
NC(=O)C1CCN(CCC(=O)Nc2ccc(Br)cc2)CC1 | 6 | 5 | 3 | 5 | -7 | · | 6 | 13 | 6
CC(=O)NNc1ncnc2ccccc12 | -16 | -4 | 4 | 6 | 1 | 1 | -6 | -10 | 4
CC(C)n1nc(C(=O)NCCc2ccc(S(N)(=O)=O)cc2)c2ccccc2c1=O | 20 | -6 | -1 | 9 | 1 | -2 | -3 | -6 | 0
COc1ccc(CSCCc2n[nH]c(=S)n2-c2ccccc2)cc1 | -19 | -3 | 0 | -15 | 15 | 3 | -1 | -2 | 22
NS(=O)(=O)c1ccc(CCNC(=O)COC(=O)/C=C/c2ccc(Cl)cc2)cc1 | -9 | 10 | -5 | -16 | 2 | -1 | -6 | -12 | 15
O=C1OC(c2ccc(Cl)cc2)=N/C1=C\c1cccnc1 | -2 | 7 | -4 | -5 | -4 | -3 | -6 | -6 | 2
CCOC(=O)C1CCCN(C(=O)CSCc2ccccc2)C1 (stereo unspecified) | 5 | 2 | 2 | -23 | 2 | 0 | -6 | -7 | 0
COc1ccc2sc3c(=O)[nH]c4ccccc4c3c2c1 | 28 | 0 | 1 | 10 | -6 | · | -13 | -38 | 5
SMILES | NPY1 pot ag | NPY-Y1 antag | p97 inhibitor | NPY-Y2 PAM-ag | Runt-SMMHC FRET | Runt-CBFb FRET | RBBP9 inh | MDM2 E3 inh | Hck Nef HTS
Cc1nn(-c2ccccc2)c(C)c1/C=C/C(=O)OC(C)C(=O)Nc1ncc(Cl)cc1Cl (stereo unspecified) | -3 | 2 | 4 | 8 | -1 | -3 | 0 | -11 | 5
CCNc1nc(OC)nc(SCC(=O)Nc2ccccc2)n1 | 7 | -1 | 4 | -8 | -2 | 3 | -4 | -8 | -10
O=C(Nc1cccc(C(F)(F)F)c1)c1cc2c(s1)-c1ccccc1OC2 | -25 | 4 | 6 | -4 | 87* | 45 | -21 | -5 | 13
CCC[C@@H]1C[C@@]1(CCC)[C@@H](NP(=O)(c1ccccc1)c1ccccc1)c1ccc(C(=O)OC)cc1 | -32 | 6 | -3 | -7 | -4 | -14 | -8 | · | -2
CCOc1nc(S(=O)(=O)c2ccc(C)cc2)c(Cl)s1 | -6 | 1 | 0 | 10 | -25 | -3 | -6 | -19 | 4
Cc1ccc(C(=O)C(C)OC(=O)c2cc3cc([N+](=O)[O-])ccc3oc2=O)cc1 (stereo unspecified) | 11 | 11 | 5 | 13 | -10 | 1 | -3 | -17 | 1
COCCOC(=O)C1=C(C)NC2(O)c3ccccc3C(=O)C12O (stereo unspecified) | 9 | 0 | 2 | 9 | 2 | · | 2 | -4 | 12
CCC1Oc2ccc(C)cc2N(CC(=O)NCCCN2CCCCC2CC)C1=O (stereo unspecified) | -21 | -4 | 4 | 4 | -2 | 0 | 6 | -5 | 1
Cc1nc(NC(=O)/C=C/c2ccccc2)sc1C(=O)N(C)C | -15 | 8 | -2 | -16 | 0 | 1 | -9 | -8 | 4
COC(=O)C1CC(=O)c2ccsc2C1 (stereo unspecified) | 5 | -8 | -5 | 14 | 2 | 0 | -9 | 25 | -5
O=C(c1ccc(Cl)cc1)N1CCN(c2ccc(F)cc2)CC1 | -14 | -2 | -2 | -7 | 72* | 18 | -3 | · | 10
COc1ccc(Cn2c(=S)[nH]c3ccccc32)cc1 | -13 | -1 | 0 | -8 | 8 | 6 | 2 | -36 | -4
Cc1cc(=O)c(C(=O)O)nn1-c1ccc(Cl)cc1 | 7 | · | 9 | -4 | -8 | 4 | 2 | · | 19
Cc1cc(=O)oc2cc(OCc3ccc(C(=O)N4CCN(c5ccccc5)CC4)cc3)ccc12 | -13 | -5 | 1 | 5 | 3 | -5 | -19 | 6 | 14
CS(=O)(=O)N(CC(=O)N1CCCCCC1)c1ccc2c(c1)OCCO2 | -21 | 5 | 0 | -15 | -2 | -2 | -9 | -5 | -1
O=C(Nc1cccnc1)c1cccc(-c2cc3ccccc3oc2=O)c1 | 22 | 1 | 4 | 11 | -6 | 2 | -1 | -13 | 10
Nc1ccc(Nc2ccc([N+](=O)[O-])cc2[N+](=O)[O-])cc1 | 18 | -2 | -2 | 18 | -1 | 0 | -8 | -11 | -26
Fc1ccc(CSc2nnc3ccccn23)c(Cl)c1 | 10 | -2 | 4 | 2 | 6 | 0 | -4 | -7 | 24
Cc1ccc(NC(=S)N(Cc2ccco2)C2CCN(C(C)C)CC2)cc1 | -18 | 1 | 1 | -21 | -13 | 4 | 1 | · | 2
O=C(CCCOc1ccc(Cl)cc1Cl)NCCCn1ccnc1 | 12 | 0 | 0 | -16 | 2 | 2 | 9 | -14 | 26
Cn1c(=O)[nH]c(=O)c2c1nc(N/N=C/c1ccncc1)n2Cc1ccc(Cl)cc1 | -1 | · | 9 | -25 | -4 | 0 | -7 | -7 | 22
CCN1CCN(C(=O)C(C)N(c2ccc(C)cc2)S(C)(=O)=O)CC1 (stereo unspecified) | -3 | 0 | -2 | 2 | 1 | 2 | -3 | -3 | -7
CCn1c2ccccc2c2cc(/C=N/n3c(C)nnc3C)ccc21 | -31 | -3 | 0 | -25 | 2 | -1 | -4 | 7 | 6
Cc1[nH]nc2c1C(=O)CC(C)(C)C2 | 0 | -4 | -3 | 1 | -1 | 0 | 2 | -15 | 1
O=C(Nc1ccccc1)N(CCc1ccncc1)C1CCCCC1 | -9 | 2 | 3 | -8 | · | · | 1 | · | 1
COc1cccc(C(=O)NCc2ccccc2OC)c1 | 7 | -1 | 2 | 8 | -1 | 2 | -1 | -11 | -3
COc1cc(/C=N/NC(=O)CCC(=O)NCc2ccccc2)cc(OC)c1OC | 14 | 3 | 1 | 8 | -1 | -4 | 2 | 20 | 3
Cn1cccc1CNC(=S)Nc1ccccc1F | 8 | 6 | 7 | -3 | 0 | 1 | -3 | · | 2
Cc1ccccc1C(=O)NC1CCN(C(=O)Nc2ccccc2Cl)CC1 | -2 | -1 | -1 | -9 | 0 | 2 | -5 | -2 | 21
COc1cc(NC(=S)NCCSc2ccc(C)cc2)cc(OC)c1 | 22 | 1 | -4 | 7 | 4 | 0 | 3 | 2 | 2

Fetched by compound from above (2):
SMILES | NPY1 pot ag | NPY-Y1 antag | p97 inhibitor | NPY-Y2 PAM-ag | Runt-SMMHC FRET | Runt-CBFb FRET | RBBP9 inh | MDM2 E3 inh | Hck Nef HTS
Cc1nn(-c2ccccc2)c(C)c1/C=C/C(=O)OC(C)C(=O)Nc1ncc(Cl)cc1Cl (stereo unspecified) | -3 | 2 | 4 | 8 | -1 | -3 | 0 | -11 | 5
COC(=O)C1CC(=O)c2ccsc2C1 (stereo unspecified) | 5 | -8 | -5 | 14 | 2 | 0 | -9 | 25 | -5

Assay outcomes (PubChem)
